GAA glycogen mod = qHTS Assay for Inhibitors and Activators of Human alpha-Glucosidase Cleavage of Glycogen. Lysosomal alpha-glucosidase (Homo sapiens), P10253. recombinant GAA, glycogen substrate, Amplex Red glucose oxidase fluorescence. Potency, µM (highest dose often 76.4 µM), for inactives: at the highest dose activity change, negative = inhibition, hits mostly inhibitors. 300,000 compounds, 0.38% hits. AID 2100, 2009;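 also: potency is read from the fitted curve at half-maximal effect; 0% = full enzyme reaction and -100% = no-enzyme basal signal; the screen sought inhibitors and activators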
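Natural-substrate format: glycogen cleavage by 4 nM human enzyme, glucose read by Amplex Red coupling (Ex 573, Em 610 nm). Normalized to enzyme and no-enzyme controls.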
HttQ103 aggreg = qHTS Multiplex Assay to Identify Dual Action Probes in a Cell Model of Huntington: Aggregate Formation (GFP); PC12 HttQ103-GFP aggregates, Acumen cytometry, 40 h; Potency, µM (titrated, usually from 46.1 µM), inactives show at the highest dose activity change, negative = inhibition, hits mostly inhibitors; 220,000 compounds, 1.1% hits; also: potency is read from the fitted curve at half-maximal effect; % is scaled to controls: 0 for no effect and ±100 for the full control effect; nearly all actives have a fitted effect of over 60% in size
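PC12 cells with ecdysone-inducible HTT exon1 Q103-GFP, induced by 100 nM tebufenozide, given compounds in a concentration series. GFP aggregates (1–25 um, 6 SD above background) counted in lysates by laser-scanning cytometry, 488 nm excitation.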
HTT ATP protect = qHTS Multiplex Assay to Identify Dual Action Probes in a Cell Model of Huntington: Cytoprotection (ATP) | PC12 HTT-Q103 induced, cytoprotection, ATP luminescence, 40 h | Potency, µM (doses to about 56.4 µM), for inactives: cytoprotection (ATP increase), actives largely listed as activators | 230,000 compounds, 0.14% hits | AID 1471, 2008;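 also: potency is read from the fitted curve at half-maximal effect; % of control where 0% means no effect; nearly all actives have a fitted effect of over 45% in size; toxic huntingtin expression switched on by the ecdysone agonist tebufenozide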
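Compounds added alongside 100 nM tebufenozide, which induces toxic Q103 huntingtin exon 1-GFP in stable PC12 cells; surviving cells quantified by luminescent ATP measurement. Medium: phenol red-free DMEM, 5% equine and 5% calf serum.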
Lamin A splicing = qHTS Assay for Modulators of Lamin A Splicing; HeLa LMNA splicing GFP/RFP minigene ratio, 48 h; Potency, µM (series often up to 46.1 µM), for the others: at the top dose ratio change, negative = inhibition, hits mostly inhibitors; 200,000 compounds, 0.01% hits; active = well fitted inhibition curve with a large enough effect in the signal ratio, with a control signal flat, not every such curve was filed as active; inconclusive = small, poorly fitted or top-dose-only effect, or effect the other way, or a change in a side signal; the % refers to the signal ratio; also: potency is read from the fitted curve at half-maximal effect; % is scaled to controls: 0 for no effect and ±100 for the full control effect
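Read-out is the ratio of GFP to DsRed2 object intensity, acquired by 488 nm laser-scanning cytometry on HeLa lamin A-EGFP minigene reporter cells. Compound incubation 48 hrs at 37 °C in Opti-MEM with 2% FBS; DMSO 0.5% final.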
aGlu spleen mod = qHTS Assay for Inhibitors and Activators of Human alpha-Glucosidase From Spleen Homogenate; Potency, µM (top dose mostly 79.9 µM), for the others: top-dose activity change, negative = inhibition, usual class: inhibitors; AID 2112, 2009; 240,000 compounds, 0.006% hits; human spleen homogenate, 4-MU-alpha-glucoside fluorescence; Lysosomal alpha-glucosidase (Homo sapiens), P10253;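 also: potency is read from the fitted curve at half-maximal effect; 0% = enzyme with vehicle and -100% = no enzyme basal signal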
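Human spleen homogenate (1 ug) with 4-methylumbelliferyl-alpha-D-glucopyranoside (1 mM final) in 50 mM citrate/phosphate pH 5.0, 0.01% Tween-20; 40 min at 37 C. Stopped at pH 10; 4-MU fluorescence Ex 365/Em 440 nm; AC50 by Hill fit.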
GAA inh = qHTS Assay for Inhibitors of Human alpha-Glucosidase as a Potential Chaperone Treatment of Pompe Disease. purified human GAA, 4-MU-alpha-glucoside fluorescence. Potency, µM (highest dose often 76.9 µM), for the others: at the highest dose activity change, negative = inhibition, actives largely listed as inhibitors. 200,000 compounds, 0.005% hits. AID 1466, 2008;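 also: potency is read from the fitted curve at half-maximal effect; plate controls were uninhibited enzyme wells for no effect and no-enzyme background for full effect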
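Endpoint fluorogenic read: 20 min room-temperature reaction of 4 nM human alpha-glucosidase with 400 uM 4-methylumbelliferyl-alpha-D-pyranoside, pH 5.0, quenched with 1M NaOH/1M glycine pH 10. AC50 from Hill modeling.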
CBFb-RUNX1 inh = qHTS Assay for Compounds Blocking the Interaction Between CBF-beta and RUNX1 for the Treatment of Acute Myeloid Leukemia; Runt-related transcription factor 1 (Homo sapiens) + Core-binding factor subunit beta …; AlphaScreen CBFb-His/RUNX1-biotin binding, biochemical; Potency, µM (top dose mostly 59.8 µM), without a hit: at the highest dose activity, negative = inhibition, hits mostly inhibitors; 230,000 tested, under 10 active; AID 1477, 2009; also: % of control where 0% means no effect
Target sequence (Q01196 whole entry, looked up): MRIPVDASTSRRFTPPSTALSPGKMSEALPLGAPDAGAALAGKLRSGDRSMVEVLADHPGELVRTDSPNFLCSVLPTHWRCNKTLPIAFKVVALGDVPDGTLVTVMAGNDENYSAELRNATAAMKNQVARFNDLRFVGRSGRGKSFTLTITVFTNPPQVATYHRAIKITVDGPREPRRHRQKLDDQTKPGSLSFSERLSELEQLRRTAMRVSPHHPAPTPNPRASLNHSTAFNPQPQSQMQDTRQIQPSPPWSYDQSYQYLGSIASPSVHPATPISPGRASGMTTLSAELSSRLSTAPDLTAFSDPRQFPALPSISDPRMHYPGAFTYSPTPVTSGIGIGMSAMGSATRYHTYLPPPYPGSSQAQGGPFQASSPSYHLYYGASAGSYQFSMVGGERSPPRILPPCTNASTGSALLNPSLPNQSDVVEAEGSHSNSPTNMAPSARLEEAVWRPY
Target sequence (Q13951 whole entry, looked up): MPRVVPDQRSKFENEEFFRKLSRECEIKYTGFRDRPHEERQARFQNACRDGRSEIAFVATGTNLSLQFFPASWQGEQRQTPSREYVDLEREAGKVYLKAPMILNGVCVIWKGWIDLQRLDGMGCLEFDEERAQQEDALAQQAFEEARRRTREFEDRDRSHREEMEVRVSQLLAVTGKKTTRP
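Proteins preincubated together for 20 min at RT before compound addition; 15 min later, nickel and streptavidin beads were added and left 90 min prior to AlphaScreen measurement.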
Starred values were filed as active, the others as inactive; & = joins results of further samples; [ ] = remark or other dose. Unless noted, calls follow the shape of the dose curve; as a rule, active = well fitted curve in the direction sought with a large enough effect; inconclusive = small, poorly fitted or top-dose-only effect, or another doubt; inactive = no such curve, though single readings can be large; an effect the other way counts as inactive or inconclusive.

For Cc1ccc(OCC(=O)NC(C)c2ccccc2)c([N+](=O)[O-])n1 (stereo not drawn) the results were GAA glycogen mod 2%, HttQ103 aggreg 30%, HTT ATP protect -21%, Lamin A splicing inconclusive, aGlu spleen mod 3%, GAA inh -1% and CBFb-RUNX1 inh 7%.
`COc1cc(C(=S)N2CCCCC2)ccc1O` gave GAA glycogen mod 16%, HttQ103 aggreg -7%, HTT ATP protect 9%[10 µM], Lamin A splicing 6%, aGlu spleen mod -8%, GAA inh -13% and CBFb-RUNX1 inh 3%.
Cc1nc2c3cc(Cl)ccc3n(CCN3CCOCC3)c2s1 was read as GAA glycogen mod 14%, HttQ103 aggreg 9%[9.22 µM], HTT ATP protect 1%[10 µM], aGlu spleen mod -9% and CBFb-RUNX1 inh 17%.
For COc1ccc(-c2nnc(SCC(=O)NCc3ccco3)n2C)cc1 the results were GAA glycogen mod 5%, HttQ103 aggreg 7%, HTT ATP protect -1%[10 µM], Lamin A splicing 6%, aGlu spleen mod -3%, GAA inh -1% and CBFb-RUNX1 inh 3%.
CCCOc1ccc(C(=O)NC(=S)Nc2nc3ccccc3s2)cc1 was read as GAA glycogen mod 3%, HttQ103 aggreg -1%, HTT ATP protect 3%, Lamin A splicing 13%, aGlu spleen mod -4%, GAA inh -4% and CBFb-RUNX1 inh 6%.
For O=C(c1ccccc1)c1ccccc1C(=O)N1CCCC1 the results were GAA glycogen mod -1%, HttQ103 aggreg -1%, HTT ATP protect -13%, Lamin A splicing 4%, aGlu spleen mod -1%, GAA inh 2% and CBFb-RUNX1 inh 3%.
For CCC(=O)Nc1nc2ccc3sc(C)nc3c2s1 the results were GAA glycogen mod -18%, HttQ103 aggreg 14%, HTT ATP protect 26%[10 µM], aGlu spleen mod -9%, GAA inh 8% and CBFb-RUNX1 inh -1%.
Screening COc1cccc2cc(-c3nnc(SCC(=O)Nc4cc(C(F)(F)F)ccc4Cl)n3N)oc12 returned GAA glycogen mod 9%, HttQ103 aggreg -27%, HTT ATP protect -14%, Lamin A splicing -1%, aGlu spleen mod 16%, GAA inh 0% and CBFb-RUNX1 inh -13%.
For Nc1c2c(nc3ccc(Br)cc13)N(c1ccccc1)CC2 the results were GAA glycogen mod -7%, HttQ103 aggreg -19%, HTT ATP protect -8%, Lamin A splicing -14%, aGlu spleen mod 6%, GAA inh 10% and CBFb-RUNX1 inh -2%.
O=c1c2c(nc3n1CCCCC3)sc1c(O)cccc12 was read as GAA glycogen mod -17%, HttQ103 aggreg inconclusive, HTT ATP protect -86%[inhibitor], Lamin A splicing 9%, aGlu spleen mod -6%, GAA inh -2% and CBFb-RUNX1 inh -8%.
Screening Cn1c(NCc2cccc(Br)c2)nc2ccccc21 returned GAA glycogen mod 8%, HttQ103 aggreg -5%, HTT ATP protect 9%[10 µM], Lamin A splicing -19%, aGlu spleen mod 7%, GAA inh -6% and CBFb-RUNX1 inh 6%.
`CN1C(=S)SC(N(O)C(=O)NC2CCCCC2)C1(C)C` (stereo not drawn) gave GAA glycogen mod -26%, HttQ103 aggreg 25%, HTT ATP protect 12%[10 µM], Lamin A splicing -2%, aGlu spleen mod -1%, GAA inh 3% and CBFb-RUNX1 inh 7%.
Screening O=C(O)c1cc(-c2ccco2)nn1-c1cccc(Cl)c1 returned GAA glycogen mod -2%, HttQ103 aggreg 6%, HTT ATP protect 3%, Lamin A splicing -7%[46 µM], aGlu spleen mod -22%, GAA inh 7% and CBFb-RUNX1 inh inconclusive.
`O=C1NC(=S)N/C1=C/c1cccc([N+](=O)[O-])c1` gave GAA glycogen mod -3%, HttQ103 aggreg 10%, HTT ATP protect -5%, Lamin A splicing -15%[46 µM], aGlu spleen mod 3%, GAA inh -2% and CBFb-RUNX1 inh 5%.
`COc1ccc(C2C(C(=O)Nc3cccc(C)n3)c3ccccc3C(=O)N2C)cc1` (stereo not drawn) gave GAA glycogen mod 1%, HttQ103 aggreg -7%, HTT ATP protect -28%, Lamin A splicing -3%, aGlu spleen mod 1%, GAA inh 1% and CBFb-RUNX1 inh 0%.
`O=C(Nc1nc2ccc(S(=O)(=O)N3CCCCC3)cc2s1)C1CCCO1` (stereo not drawn) gave GAA glycogen mod 1%, HttQ103 aggreg -2%, HTT ATP protect -25%, Lamin A splicing -7%, aGlu spleen mod 2%, GAA inh -18% and CBFb-RUNX1 inh 6%.
For CC1(C)S[C@@H]2[C@H](NC(=O)Cc3ccccc3)C(=O)N2[C@@H]1C(=O)O the results were HttQ103 aggreg -10%, HTT ATP protect 4%[10 µM] and Lamin A splicing -8%.
Screening COc1ccc(C)cc1S(=O)(=O)N(C)CC(=O)NCc1ccco1 returned GAA glycogen mod 2%, HttQ103 aggreg -13%, HTT ATP protect -18%, Lamin A splicing -1%, aGlu spleen mod -2%, GAA inh -6% and CBFb-RUNX1 inh -1%.
`CCOc1ccc(-c2n[nH]c(=S)n2/N=C/c2cc3c(cc2[N+](=O)[O-])OCO3)cc1` gave GAA glycogen mod 9%, HttQ103 aggreg 2%, HTT ATP protect -1%[10 µM], Lamin A splicing -11%, aGlu spleen mod -8%, GAA inh -9% and CBFb-RUNX1 inh 1%.
`CCO/N=C(\C)c1c(O)cc(C(C)C)n(-c2ccccc2)c1=O` gave GAA glycogen mod -1%, HttQ103 aggreg -8%, HTT ATP protect -12%[0.074 µM], Lamin A splicing 0%, aGlu spleen mod -2%, GAA inh -19% and CBFb-RUNX1 inh 3%.
For O=C(CSc1nc2ccsc2c(=O)n1Cc1ccc(C(=O)O)cc1)NCc1ccco1 the results were GAA glycogen mod -9%, HttQ103 aggreg 4%, Lamin A splicing 0%, aGlu spleen mod -7%, GAA inh -15% and CBFb-RUNX1 inh 3%.
`COc1ccc(CCNC(=O)[C@@H](NC(N)=O)C(C)C)cc1` gave GAA glycogen mod -5%, HttQ103 aggreg 10%, HTT ATP protect 12%[10 µM], Lamin A splicing -12%[46 µM], aGlu spleen mod -7%, GAA inh -14% and CBFb-RUNX1 inh 8%.
`CCC(C)n1c(NC(=O)c2ccccc2)c(C#N)c2nc3ccccc3nc21` (stereo not drawn) gave GAA glycogen mod 5%, HttQ103 aggreg inconclusive, HTT ATP protect -85%[inhibitor], Lamin A splicing inconclusive, aGlu spleen mod -12%, GAA inh inconclusive and CBFb-RUNX1 inh 23%.
`CC(C)(C)c1ccc(/C=C/C(=O)N2CCc3ccccc3C2)cc1` gave GAA glycogen mod -11%, HttQ103 aggreg 25%, HTT ATP protect 16%, Lamin A splicing 4%[0.0737 µM], aGlu spleen mod -24%, GAA inh -17%[15.4 µM] and CBFb-RUNX1 inh 7%.
`O=C(NN=C1CCCCCCC1)c1ccccn1` gave GAA glycogen mod inconclusive, HttQ103 aggreg 4%, HTT ATP protect -14%, Lamin A splicing 4%, aGlu spleen mod 3%, GAA inh -1% and CBFb-RUNX1 inh -11%.
Screening CNCc1cc2ccc(C)cc2[nH]c1=O returned GAA glycogen mod 16%, HttQ103 aggreg -6%, HTT ATP protect -7%[0.074 µM], Lamin A splicing 1%, aGlu spleen mod -1%, GAA inh 5% and CBFb-RUNX1 inh 2%.
For CCN(C(=O)COC(=O)/C=C/c1cccc([N+](=O)[O-])c1)c1ccccc1 the results were GAA glycogen mod 4%, HttQ103 aggreg -6%, HTT ATP protect -22%, aGlu spleen mod -8%, GAA inh -6% and CBFb-RUNX1 inh 4%.
Screening CNCc1ccccc1 returned HttQ103 aggreg -4%, HTT ATP protect -50%, aGlu spleen mod -8%&-10% and CBFb-RUNX1 inh 5%&12%.
Screening Cc1cccc(NC(=O)CSc2ccc(-c3ccc4c(c3)OCO4)nn2)c1C returned GAA glycogen mod 13%, HttQ103 aggreg -4%, HTT ATP protect 26%[10 µM], Lamin A splicing -5%, aGlu spleen mod -5%, GAA inh -4% and CBFb-RUNX1 inh 4%.
For Cc1ccc(C(=O)Nc2cccc(C(F)(F)F)c2)cc1Nc1ncnc2nc[nH]c12 the results were GAA glycogen mod -3%, HttQ103 aggreg -43%[9.22 µM], HTT ATP protect 8%[10 µM], aGlu spleen mod -8% and CBFb-RUNX1 inh 9%.
For CCN(CC)CCCN1C=C2C(=O)C(C)(OC(=O)C3CCCC3)C(=O)C=C2C=C1c1ccsc1 (stereo not drawn) the results were GAA glycogen mod 1%, HttQ103 aggreg -14%[9.22 µM], HTT ATP protect -39%&21%[10 µM], Lamin A splicing -13%[9.22 µM], aGlu spleen mod -7%[17.4 µM] and CBFb-RUNX1 inh -6%[13.1 µM].
Screening CCOC(=O)N1CCN(c2ccccc2O)CC1 returned GAA glycogen mod 11µM*, HttQ103 aggreg 10%, HTT ATP protect 9%, Lamin A splicing 5%, aGlu spleen mod -5%, GAA inh -5% and CBFb-RUNX1 inh -7%.
For CCN1CCCC1CNC(=O)C(=O)NCCc1ccc(OC)c(OC)c1 (stereo not drawn) the results were GAA glycogen mod 18%, HttQ103 aggreg 5%, HTT ATP protect -7%, aGlu spleen mod -4%, GAA inh 14% and CBFb-RUNX1 inh 3%.
For COc1ccc(NC(=O)Cc2coc3cc(C)ccc23)cc1S(=O)(=O)N1CCOCC1 the results were GAA glycogen mod 7%, HttQ103 aggreg 11%, HTT ATP protect 0%[10 µM], Lamin A splicing -12%, aGlu spleen mod -10%, GAA inh 0% and CBFb-RUNX1 inh 1%.
Screening CCOC(=O)Nc1nc(-c2ccccc2)c(C(=O)c2ccccc2)s1 returned GAA glycogen mod inconclusive, HttQ103 aggreg inconclusive, HTT ATP protect -134%[inhibitor], Lamin A splicing inconclusive, aGlu spleen mod 7%, GAA inh -10% and CBFb-RUNX1 inh 0%.

From PubChem BioAssay
